Screening results from PubChem.
RMI-FANCM inh: RMI-FANCM interaction inhibition. Fluorescence polarization, RMI core complex with F-MM2 peptide; hits give low values. FP signal (polarization) at 33 µM. 0.58% of 70,000 active. AID 1159607; in the data active = FP signal below about 40; note: inactives centre near 61; strong numbers were not always called active; unit not given here
The depositor's hits bear a star; & = joins results of further samples. Not all compounds are listed; rates above refer to the full screens.

cpd	structure	RMI-FANCM inh
1	COc1ccc2ncc(S(=O)(=O)c3ccc(Cl)cc3)c(NCc3ccccc3)c2c1	64
2	Cc1c(-c2cc(N)n(C)n2)sc2ccc(Cl)cc12	52
3	COc1ccc(N2C(=O)c3ccc(C(=O)c4ccc5c(c4)C(=O)N(c4ccc(OC)cc4)C5=O)cc3C2=O)cc1	6*
4	Cc1ccc(S(=O)(=O)NCC2CCN(Cc3ccco3)CC2)cc1C	75
5	CN1CCN(c2ccc(-c3ccc(NS(=O)(=O)c4ccc5c(c4)OCCO5)cc3)nn2)CC1	59
6	Cn1c(=O)[nH]c(=O)c2c1nc(CN1CCN(c3ccccc3)CC1)n2Cc1c(F)cccc1Cl	58
7	O=S(=O)(NCc1csc2ccc(Cl)cc12)c1ccc(Cl)cc1	57
8	O=C(CCN1CCN(C(c2ccccc2)c2ccccc2)CC1)N/N=C\c1ccc(Cl)cc1	62
9	O=C(Nc1ccc(Cl)cc1)Nc1nc(C(=O)O)cs1	71
10	Clc1ccc(-c2csc(-c3ccno3)n2)s1	55

Additional records:
cpd	structure	RMI-FANCM inh
11	CCOC(=O)c1oc2nc3c(c(-c4cccnc4)c2c1N)CCc1ccccc1-3	37*
12	CCN(CC)c1ccc(NC(=S)NN)c(C)c1	44
13	COc1ccc(CCNC(=O)N2CCC(c3nnc(-c4ccc(F)cc4)o3)CC2)cc1	59
14	O=c1c2ccccc2c(-c2ccc(Cl)cc2)nn1CN1CCOCC1	59
15	CCOCC(=O)Nc1cc(-c2cn3nc(OC)ccc3n2)ccc1F	64
16	COc1ccc(CNC(=O)Cc2csc(Nc3cccc(Cl)c3)n2)cc1	64
17	CC(=O)NC1(C(Cl)(Cl)Cl)Oc2ccc(C(C)(C)C)cc2O1 (stereo unspecified)	60
18	C=CCN1C(=O)C(C)(C)COc2cc(NC(=O)c3cccc(OC)c3)ccc21	71
19	Cc1cccc(NC(=O)CSc2nnc(CNC(=O)COc3ccc(Cl)cc3)n2-c2ccc(Cl)c(Cl)c2)c1	61
20	N#CCCSc1ccccc1NC(=O)c1cc2c(ccc3ccccc32)oc1=O	56

More compounds
cpd	structure	RMI-FANCM inh
21	Cc1cccc(NC(=O)CC2CCCCN2S(=O)(=O)c2cccs2)c1C (stereo unspecified)	70
22	O=C(NCc1ccc2c(c1)OCO2)C(=O)NCC1OCCN1S(=O)(=O)c1cccs1 (stereo unspecified)	61
23	O=C(Nc1nc2c(F)cc(F)cc2s1)c1ccc2c(c1)CCCC2	60
24	O=C(NCCn1nc(-c2ccc(Cl)cc2)ccc1=O)c1ccc(S(=O)(=O)N2CCCC2)cc1	56
25	O=C(NCc1ccsc1)c1cccs1	69
26	COc1ccc(C)cc1NC(=O)C(=O)NCC(c1cccs1)N1CCc2ccccc21 (stereo unspecified)	53
27	O=C(Cn1ncn2nc(-c3ccccc3)cc2c1=O)Nc1ccc(F)cc1	101
28	CC1(C)CC(=O)C(C(C2=C(O)CC(C)(C)CC2=O)c2cccnc2)C(=O)C1 (stereo unspecified)	63
29	O=C(CCCSc1ccc(NC(=O)C2CC2)nn1)Nc1ccc(F)c(F)c1	67
30	O=C(NCc1cc(-c2cccs2)on1)c1ccco1	69

Next section
cpd	structure	RMI-FANCM inh
31	Cc1cc(C)n(-c2ccc(-n3cccc3/C=C(/C#N)S(=O)(=O)c3ccccc3)cc2)n1	76
32	Nn1cnc2scc(-c3ccccc3)c2c1=O	59
33	Cc1c(N=Cc2ccc(OC(=O)c3ccccn3)cc2)c(=O)n(-c2ccccc2)n1C	57
34	COc1ccc(NC(=O)CC(NCCOCCO)C(=O)O)c(OC)c1 (stereo unspecified)	53
35	Cc1cc(C(=O)Nc2nc(-c3nc4ccccc4s3)cs2)on1	75
36	COc1c([N+](=O)[O-])cc(C(=O)N/N=C\c2ccc(Br)o2)cc1[N+](=O)[O-]	55
37	CSCCn1c(=NC(=O)c2ccnn2C)sc2cc3c(cc21)OCO3	136
38	O=C(CNC(=O)c1ccccc1)NCCS(=O)(=O)N1CCN(c2ncccn2)CC1	61
39	O=C(Cn1cc(S(=O)(=O)Cc2cccc([N+](=O)[O-])c2)c2ccccc21)N1CCCCCC1	58
40	CCC(=O)Nc1ccc(S(=O)(=O)NCCCn2ncccc2=O)cc1	62

(further entries)
cpd	structure	RMI-FANCM inh
41	COc1ccc(S(=O)(=O)NCC(=O)N2CCOC(c3ccccc3)C2)cc1 (stereo unspecified)	72
42	N#Cc1cnc2ccnn2c1N	57
43	O=C(O)CC(CC(=O)Oc1ccccc1N1CCCCC1)c1ccccc1 (stereo unspecified)	60
44	O=c1[nH]nc(-c2ccc(F)cc2)c2sc(N3CCOCC3)nc12	69
45	CCCS(=O)(=O)N1CCCc2cc(NS(=O)(=O)CC(C)C)ccc21	71
46	CC1CC(C)CN(S(=O)(=O)c2ccc(C(=O)Nc3ccc(Br)cc3C(=O)c3ccccc3)cc2)C1 (stereo unspecified)	67
47	N#CC(=C(O)c1cc(Cl)cc(Cl)c1)c1nc2ccccc2[nH]1	54
48	Cc1cc(C)c2sc(N)nc2n1	70
49	CN(C)C(=S)NC(Cc1ccccc1)c1ccccc1 (stereo unspecified)	58
50	N#Cc1cc(N)ccc1SCc1ccccc1	59

Continuation:
cpd	structure	RMI-FANCM inh
51	N/C(=N/OC(=O)c1ccc(C#Cc2ccccc2)o1)c1cccc(C(F)(F)F)c1	72
52	COc1cccc(C2CC(c3ccco3)=NN2C(C)=O)c1O (stereo unspecified)	66
53	C=CCn1c(C(C)Oc2ccc(Cl)cc2)n[nH]c1=S (stereo unspecified)	53
54	CN1CCN(C(CNC(=O)c2ccccc2F)c2ccc3c(c2)CCCN3C)CC1 (stereo unspecified)	69
55	COc1ccc(-c2cc(=O)n(CC(=O)Nc3cc(C)cc(C)c3)cn2)cc1	72
56	O=C(NCCNS(=O)(=O)c1ccc(C(F)(F)F)cc1)N1CCOCC1	55
57	O=C(NNC(=O)C1CC1)c1cccn(Cc2ccc(Cl)c(Cl)c2)c1=O	63
58	CCCCOc1ccc(-c2cc3c(=O)n(Cc4nc(-c5ccccc5C)no4)ccn3n2)cc1	88
59	COc1ccccc1-c1cc(=O)c2cc(NC(=O)c3ccc(F)cc3)ccc2o1	55
60	CCCCCC(=O)N=Nc1c(O)[nH]c2ccc([N+](=O)[O-])cc12	65

Some of the entries so far, as labelled records.
53) C=CCn1c(C(C)Oc2ccc(Cl)cc2)n[nH]c1=S (stereo unspecified)
  RMI-FANCM inh: 53
54) CN1CCN(C(CNC(=O)c2ccccc2F)c2ccc3c(c2)CCCN3C)CC1 (stereo unspecified)
  RMI-FANCM inh: 69
55) COc1ccc(-c2cc(=O)n(CC(=O)Nc3cc(C)cc(C)c3)cn2)cc1
  RMI-FANCM inh: 72
56) O=C(NCCNS(=O)(=O)c1ccc(C(F)(F)F)cc1)N1CCOCC1
  RMI-FANCM inh: 55

(further entries)
cpd	structure	RMI-FANCM inh
61	CCNC(=O)CCn1cnc2c(cnn2C(C)(C)C)c1=O	75
62	COc1ccc2nc(N(/N=C\c3ccc([N+](=O)[O-])o3)C(=O)c3cccc([N+](=O)[O-])c3)sc2c1	60
63	Cn1c(=O)c2c(SC3CCCC3)nc(-c3cccs3)nc2n(C)c1=O	56
64	Cc1ccc(Nc2cc(Cl)nc(N)n2)cc1Cl	59
65	O=C(Nc1ccccc1-c1nc2ccccc2[nH]1)c1coc2ccccc2c1=O	88
66	O=C(NCc1cccnc1)C1CCN(c2ccc(-c3cccs3)nn2)CC1	61
67	CC(C)S(=O)(=O)c1cnc(COc2ccc(C(C)(C)C)cc2)nc1N	58
68	CC(C)C(=O)Nc1ccc(C(=O)NCCNC(=O)C(c2ccccc2)c2ccccc2)cc1	65
69	Cc1cc(C(=O)Nc2cccc3c2C(=O)NC3=O)n(C)n1	67
70	O=S(=O)(c1ccc(Cl)cc1)N1CCCC(c2nnc(-c3cccs3)o2)C1 (stereo unspecified)	65

Next records.
cpd	structure	RMI-FANCM inh
71	Nn1c(SCC(=O)Nc2c(Cl)cccc2Cl)nnc1C1CCCCC1	58
72	O=C(NCCc1ccccn1)c1cnn(-c2ccc(Cl)cc2)c1C(F)(F)F	58
73	c1csc(-c2csc(Nc3nc4cc5c(cc4s3)OCO5)n2)c1	127
74	COC(=O)c1ccc(CN2C(=O)S/C(=C\c3ccc(O)cc3)C2=O)cc1	63
75	CCOc1cccc2sc(NNC(=O)c3ccc(F)cc3)nc12	59
76	COc1ccccc1-c1nnc(NC(=O)c2cc(-c3ccccc3)nc3ccccc23)o1	61
77	COc1ccc(-c2nc(NC(=O)c3ccc(C#N)cc3)sc2C)cc1	61
78	COc1ccccc1C1OC(=O)CC1C(=O)O (stereo unspecified)	53
79	CN(C)CCCN(C(=O)c1ccc(S(=O)(=O)N2CCCCCC2)cc1)c1nc2c(F)cc(F)cc2s1	95
80	O=C(NN1C(=O)CSC1=S)c1ccc(Cl)cc1Cl	61

Next structures.
cpd	structure	RMI-FANCM inh
81	CN(C)Cc1c(O)ccc2c(=O)c(-c3nc4ccccc4s3)coc12	59
82	O=C1NC2=C(C(=O)N(Cc3cccs3)C2)C(c2ccc(Cl)c(Cl)c2)N1 (stereo unspecified)	57
83	C=C1C(=O)O[C@@H]2[C@H]3O[C@]3(C)CC/C=C(\C)CC[C@@H]12	70
84	CC(=O)N1N=C(c2cccc(NS(C)(=O)=O)c2)CC1c1ccc2c(c1)OCO2 (stereo unspecified)	60
85	COc1ccc(OC)c(NC(=O)C(=O)NCC2CCN(Cc3cccs3)CC2)c1	71
86	CCOC(=O)C1CCN(C(=O)CCc2csc(NC(=O)Nc3ccccc3)n2)CC1	65
87	O=C(Nc1nc(-c2cc([N+](=O)[O-])cs2)cs1)C1CC1	68
88	Cc1nc(-c2ccc(Oc3ccc(C(F)(F)F)cn3)cc2)no1	54
89	Cc1c(C)c(C)c(S(=O)(=O)Oc2ccc(Cl)c(Cl)c2)c(C)c1C	62
90	CCCCNNC(=O)c1ccc(Br)cc1	60

Continued; it opens with the 4 that closed the last part.
cpd	structure	RMI-FANCM inh
87	O=C(Nc1nc(-c2cc([N+](=O)[O-])cs2)cs1)C1CC1	68
88	Cc1nc(-c2ccc(Oc3ccc(C(F)(F)F)cn3)cc2)no1	54
89	Cc1c(C)c(C)c(S(=O)(=O)Oc2ccc(Cl)c(Cl)c2)c(C)c1C	62
90	CCCCNNC(=O)c1ccc(Br)cc1	60
91	COc1cc2nc(Nc3nc4c(C)cc(C)cc4s3)sc2cc1OC	78
92	O=C(NNC(=O)c1cccn(Cc2cccc(F)c2)c1=O)Nc1ccc(Cl)c(Cl)c1	85
93	COc1ccc(C=O)cc1CSc1nc2c(sc3ncccc32)c(=O)n1Cc1ccc(F)cc1	65
94	Cn1nc(C(C)(C)C)cc1C(=O)NC1CCCCNC1=O (stereo unspecified)	56
95	COc1ccccc1-n1ncc2c(C)nnc(SCC(=O)NCc3ccco3)c21	63
96	COc1ccc(Cl)cc1NC(=O)CSc1nnc(CCn2ccc(=O)[nH]c2=O)o1	65
97	Cc1ccc(S(=O)(=O)N2CCc3ccc(NS(=O)(=O)Cc4ccc(F)cc4)cc3C2)cc1	78
98	N#Cc1ccc(-c2ccccc2)[nH]c1=O	65
99	Cc1nn2c(NCCCn3ccnc3)cc(C(C)(C)C)nc2c1-c1ccc(Cl)cc1	60
100	Oc1c(Cl)cc(Cl)cc1C=Nc1nc2c(s1)CCCC2	33

More compounds:
cpd	structure	RMI-FANCM inh
101	Nc1ccc(S(=O)(=O)c2ccc(N)cc2)cc1	65&58&63
102	COc1cc2[nH]c3c(=O)n(CC(=O)NCCC(C)C)cnc3c2cc1OC	80
103	Cc1ccc(C(=O)Nc2ccc(SCc3ccncc3)nn2)cc1	64
104	O=C1CC(C(=O)O)C1	54
105	CC12CCC(O)CC1=CCC1C2CCC2(C)/C(=N\N=C/c3ccc([N+](=O)[O-])s3)CCC12 (stereo unspecified)	57
106	O=C(Cc1ccc(F)cc1)NCCn1ncc2c(N3CCN(c4ncccn4)CC3)ncnc21	63
107	O=C(Oc1ccc(F)cc1)N1CCOCC1	56
108	Cc1ccc(C(=O)N2CCN(c3nc4ccc(F)cc4s3)CC2)cc1	66
109	COc1ccc(S(=O)(=O)C(CNC(=O)C2CCCCC2)c2ccco2)cc1 (stereo unspecified)	57
110	O=C(CSc1nc2scc(-c3ccco3)c2c(=O)n1-c1ccccc1)Nc1ccc(F)c(Cl)c1	109

Later entries
cpd	structure	RMI-FANCM inh
111	O=C(O)c1ccc(C(=O)O)c(C(=O)O)c1	59
112	N#Cc1c(N2CCCC2)ccc(Br)c1Cl	61
113	COC(=O)c1ccccc1NC(=O)CCCCCN1C(=O)c2cccc3cccc(c23)C1=O	58
114	O=c1c2ccccc2nnn1CN1CCCCC1	57
115	Cc1onc(-c2ccccc2Cl)c1C(=O)N1CCC2(CC1)CC(=O)c1ccccc1O2	51
116	O=C(NC1CCCCNC1=O)c1cn(S(=O)(=O)c2ccccc2)c2ccccc12 (stereo unspecified)	63
117	CC(=O)N1N=C(c2cccs2)CC1c1ccc2ncccc2c1 (stereo unspecified)	54
118	Cc1ccc(C(C[N+](=O)[O-])c2c(C)[nH]n(-c3ccccc3)c2=O)cc1 (stereo unspecified)	63
119	Cc1[nH]c2ccccc2c1C(c1ccc(C(C)C)cc1)c1c(C)[nH]c2ccccc12	29*
120	O=C(CSc1n[nH]c(=O)c2cc(-c3ccc(F)cc3)nn12)NCc1ccc(F)cc1	97

(list continues)
cpd	structure	RMI-FANCM inh
121	NS(=O)(=O)c1ccc(N=Cc2cc(Br)ccc2O)cc1	48
122	CC1(C)COC(CC(=O)c2ccc(C(C)(C)C)cc2)=N1	66
123	CC(C)(C)n1ncc2c(=O)n(NC(=O)c3cccc4ccccc34)cnc21	51
124	CC(=O)C(Sc1nc(-c2cccc(C)c2)nc2c1c(=O)n(C)c(=O)n2C)C(C)=O	71
125	FC(F)(F)c1nc2ccccc2n1Cc1ccc(Cl)cc1	60
